Giardia killer: Small Molecules that selectively kill Giardia lamblia: qHTS; Giardia lamblia trophozoite viability; activity change, % at 7.66 µM, hits read low; 0.15% of 340,000 active; in the data active = activity change below about -80%; inconclusive = between about -30% and that limit;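 note: parasites exposed to compound for two days anaerobically before the ATP read; % is set by controls: 0 for no effect and ±100 for the full control effect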
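ATP-content bioluminescence gauges trophozoite survival. Cells (100/well) receive compound and incubate anaerobically for 48 hrs at 37 deg C; detection reagent follows for 15-30 min at room temperature.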
MLL CXXC-DNA inh: qHTS Fluorescence Polarization Assay for Inhibitors of MLL CXXC domain - DNA interaction | 0.037% of 290,000 active | AID 2662, 2010 | Potency, µM (titrated, usually from 115 µM), for the others: at the highest dose activity change, negative = inhibition, usual class: inhibitors | Histone-lysine N-methyltransferase 2A (Homo sapiens), Q03164 | MLL-CXXC / FITC-HOXA9 DNA fluorescence polarization; active = well fitted inhibition curve with a large enough effect in the polarisation, with a control signal flat, not every such curve was filed as active; inconclusive = small, poorly fitted or top-dose-only effect, or effect the other way, or a change in a side signal; inactive = no such curve, though single readings can be large or run the other way; the % refers to the polarisation; note: potency is the fitted concentration of half-maximal effect
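Fluorescence polarization: 7 uM MLL-CXXC (stock) preincubated 5 min with compounds, then 50 nM fluorescein-HOX-A9 DNA (stock) added; 30 min ambient. Buffer 50 mM Tris-HCl pH 7.5, 50 mM NaCl, 1 mM DTT, 0.05% BSA.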
Tb PFK inh: qHTS Assay to Find Inhibitors of T. brucei phosphofructokinase. T. brucei PFK, ADP-Glo luminescence. ATP-dependent 6-phosphofructokinase (Trypanosoma brucei brucei), O15648. AID 485367, 2010. 0.17% of 330,000 active. Potency, µM (series often up to 57.5 µM), inactives show at the top dose activity, negative = inhibition, usual class: inhibitors;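 note: potency is the fitted concentration of half-maximal effect; 0% = uninhibited 1x PFK enzyme wells and -100% = no-enzyme wells; nearly all actives have a fitted effect of over 60% in size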
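1.25 nM PFK with 0.5 mM F6P and 0.1 mM ATP in 0.1 M TEA pH 8.0, 5 mM MgCl2, incubated 45 min at room temperature; ADP measured by ADP-Glo luminescence; compounds titrated up to 57 uM.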
hERG WT inh: qHTS for Inhibitors of KCHN2 3.1: Wildtype qHTS | Voltage-gated inwardly rectifying potassium channel KCNH2 (Homo sapiens), Q12809 | U2OS, BacMam KCNH2, thallium flux FluxOr; stronger effect = lower value | activity change, % at 1.84 µM | 0.37% of 340,000 active | AID 720551, 2013;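 active = maximum activity change below -70%; inconclusive = maximum activity change between -70% and -50%; inactive = maximum activity change above -50%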; note: % is set by controls: 0 for no effect and ±100 for the full control effect
Target sequence (Q12809 whole entry, looked up): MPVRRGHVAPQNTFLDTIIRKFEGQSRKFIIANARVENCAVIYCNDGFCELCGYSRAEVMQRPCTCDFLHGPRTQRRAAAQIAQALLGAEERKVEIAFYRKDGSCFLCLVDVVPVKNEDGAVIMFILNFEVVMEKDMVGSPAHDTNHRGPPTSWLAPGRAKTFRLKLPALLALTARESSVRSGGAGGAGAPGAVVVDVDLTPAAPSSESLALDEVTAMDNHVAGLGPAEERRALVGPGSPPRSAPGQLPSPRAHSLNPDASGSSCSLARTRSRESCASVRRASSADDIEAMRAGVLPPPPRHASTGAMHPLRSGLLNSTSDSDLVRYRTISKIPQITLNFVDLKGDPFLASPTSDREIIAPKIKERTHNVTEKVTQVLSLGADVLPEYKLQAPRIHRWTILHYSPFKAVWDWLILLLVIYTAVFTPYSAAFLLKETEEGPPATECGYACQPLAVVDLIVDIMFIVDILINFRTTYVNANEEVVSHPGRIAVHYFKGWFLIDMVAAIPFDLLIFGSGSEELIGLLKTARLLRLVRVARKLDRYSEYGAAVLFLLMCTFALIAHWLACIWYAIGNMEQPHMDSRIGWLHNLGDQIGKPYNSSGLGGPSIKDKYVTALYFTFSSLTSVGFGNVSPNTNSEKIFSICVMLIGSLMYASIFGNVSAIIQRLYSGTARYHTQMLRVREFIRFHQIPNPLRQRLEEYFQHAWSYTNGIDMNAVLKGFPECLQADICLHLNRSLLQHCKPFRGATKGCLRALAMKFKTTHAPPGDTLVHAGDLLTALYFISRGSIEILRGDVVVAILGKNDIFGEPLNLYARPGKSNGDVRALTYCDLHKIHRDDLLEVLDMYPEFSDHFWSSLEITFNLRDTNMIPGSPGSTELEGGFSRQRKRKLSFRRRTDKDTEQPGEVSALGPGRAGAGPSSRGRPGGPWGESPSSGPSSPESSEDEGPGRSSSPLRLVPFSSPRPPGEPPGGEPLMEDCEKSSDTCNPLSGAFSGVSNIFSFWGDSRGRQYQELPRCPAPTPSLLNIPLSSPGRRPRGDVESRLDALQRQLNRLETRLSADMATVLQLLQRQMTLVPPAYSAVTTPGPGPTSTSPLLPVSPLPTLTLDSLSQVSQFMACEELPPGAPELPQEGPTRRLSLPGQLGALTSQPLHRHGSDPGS
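U2OS cells were transduced with wild-type KCNH2 virus (2.03 x 10^8 / mL) for 4 h at room temperature, then cultured overnight at 37 C. Thallium flux was read with FluxOr dye. Rate constants were normalized to DMSO controls.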
TCR activator: Activators of T cell receptors: qHTS campaign. primary human leukocytes, anti-CD3, IL-2 HTRF, 48 h. Potency, µM (titrated, usually from 9.22 µM), inactives show at the highest dose activation of IL-2 secretion, usual class: activators. 330,000 tested, under 10 active; note: % of control where 0% means no effect
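Using a-CD3 beads without co-stimulation, primary human leukocytes were exposed to compounds for 48 hr. An HTRF IL-2 kit measured the cytokine, with europium-to-d2 energy transfer producing emission at 665nm upon 320nm excitation.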
BCR signal inh: qHTS Assay to Find Inhibitors of Chronic Active B-Cell Receptor Signaling; ABC-DLBCL IkBa-CBG/CBR reporter, luminescence ratio, 4 h; Potency, µM (highest dose often 46.1 µM), for the others: top-dose ratio change, negative = lower green/red ratio, actives largely listed as inhibitors; 0.05% of 340,000 active; AID 493014, 2011; active = well fitted inhibition curve with a large enough effect in the signal ratio, with a control signal flat, not every such curve was filed as active; inconclusive = small, poorly fitted or top-dose-only effect, or effect the other way, or a change in a side signal; the % refers to the signal ratio;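 note: potency is the fitted concentration of half-maximal effect; plate controls were basal doxycycline-induced cells for no effect and cells given 10 µM MG132 for full effect; MG132 reads +100%, hits lower the ratio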
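Cell line TMD8 (human ABC DLBCL), stably expressing tet-inducible CBG68-IkBa fusion and CBR; IMDM/0.5% FBS; cpd up to 46 uM; dox induction, 4 h, 37C/5% CO2; dual luminescence; green/red ratio; MG132 control.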
GALK inhibitor: qHTS Assay for Inhibitors of Human Galactokinase (GALK); Potency, µM (doses to about 57.5 µM), inactives show at the highest dose activity change, negative = inhibition, usual class: inhibitors; P51570; Purified GALK, Kinase-Glo residual ATP luminescence; 0.007% of 270,000 active; note: potency is the fitted concentration of half-maximal effect; % is set by controls: 0 for no effect and ±100 for the full control effect
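GALK at 5 nM final was combined with compound, 35 uM ATP and 100 uM galactose in HEPES pH8.0 with MgCl2 and DTT. The reaction ran one hour at room temperature before luminescent ATP detection.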
A-T KAP1 phos: qHTS Assay for Identifying a Potential Treatment of Ataxia-Telangiectasia; […] A-T fibroblasts, KAP-1 phosphorylation AlphaLISA; neocarzinostatin DNA damage 30 min before lysis; Potency, µM (titrated, usually from 57.5 µM), without a hit: at the highest dose activation, hits mostly activators; 0.19% of 320,000 active; AID 485349, 2010; note: potency is the fitted concentration of half-maximal effect; % of control where 0% means no effect; nearly all actives have a fitted effect of over 45% in size
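hTERT-immortalized A-T patient fibroblasts ([…]), 500 cells/well in OPTI-MEM, 1% FBS, got compounds for 60 min, then NCS for 30 min at 37C. Lysates were then assayed for phospho-KAP-1 by AlphaLISA (anti-pKAP1 donor, anti-KAP1 acceptor beads), 6 hr at 25C.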
TSHR antagonist: Antagonists of the Thyroid Stimulating Hormone Receptor: HTS campaign. 0.2% of 330,000 active. AID 504810, 2011. Thyrotropin receptor (Homo sapiens), P16473. TSHR-expressing cells, TSH-stimulated cAMP HTRF, 2 h; stronger effect = lower value. activity change, negative = inhibition, % at 11.5 µM;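 active = activity change below a set negative limit, meaning inhibition stronger than a set level, cut at about -70% in these data; inconclusive = activity change between two set negative limits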; note: % is set by controls: 0 for no effect and ±100 for the full control effect
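Antagonism was scored as loss of TSH-driven cAMP in TSHR cells, stimulated with 4nM TSH (EC80) for 2 hours at 37 deg C and detected by homogeneous HTRF competition immunoassay.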
FBPA coupling cs: qHTS Assay for Inhibitors of Fructose-1,6-bisphosphate Aldolase from Giardia Lamblia: Coupling assay counterscreen; activity change, negative = inhibition, % at 58.2 µM, hits read low; 0.67% of 290,000 active; coupling enzyme system counterscreen, AmpLite Red fluorescence; AID 2472, 2010; in the data active = activity change below about -30%; note: % is set by controls: 0 for no effect and ±100 for the full control effect
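Activity here indicates interference with the coupling reaction, not aldolase inhibition. Compounds at 57.5 uM final met coupling enzymes for 10 min at RT; substrate and AmpLite Red detection followed, with a 525/598 nm fluorescence read after 20 min.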
* hit, by the source's call; ? = inconclusive; / = not tested or not shown; & = joins results of further samples; [ ] = remark or other dose. Unless noted, calls come from the whole dose curve; as a rule, active = well fitted curve in the direction sought with a large enough effect; inconclusive = small, poorly fitted or top-dose-only effect, or another doubt; inactive = no such curve, though single readings can be large; an effect the other way counts as inactive or inconclusive.

| Compound | Giardia killer | MLL CXXC-DNA inh | Tb PFK inh | hERG WT inh | TCR activator | BCR signal inh | GALK inhibitor | A-T KAP1 phos | TSHR antagonist | FBPA coupling cs |
| --- | --- | --- | --- | --- | --- | --- | --- | --- | --- | --- |
| COc1cc(/C=C/C(=O)O)cc(S(=O)(=O)Nc2ccc3nc(C)sc3c2)c1OC | 19 | 4% | 6% | 0 | 1% | 2% | -1% | ? | 1 | -5 |
| CCn1nnnc1SCC(=O)Nc1nc2ccc(OC)cc2s1 | 7 | 7% | 0% | -10 | 0%[46.1 µM] | -10% | -2% | 3% | -11 | -2 |
| CC(C)(C)N1C(=O)[C@H]2[C@@H](c3ccc(Br)cc3)N3C(=O)N(c4ccccc4)C(=O)[C@@]3(Cc3ccccc3)[C@H]2C1=O | -5 | / | 0% | 3 | -4% | ? | / | 15% | 0 | / |
| COc1cccc(/C=N/n2c(N)c(S(=O)(=O)c3cccs3)c3nc4ccccc4nc32)c1OC | -14 | -5% | -4% | -20 | 0% | 9% | 2% | -3% | 7 | 1 |
| CC(=O)NC(Cc1ccc(F)c(F)c1)C(=O)NC1CCN(c2nnnn2-c2ccccc2)CC1 (stereo not given) | -2 | -7% | 0% | / | 8% | 0% | 0% | -4% | -13 | 2 |
| COc1ccc(C(=O)CSc2nc3ccccc3n2CC(=O)NC(C)(C)C)cc1 | 4 | 6% | -2% | -5 | 0% | 0% | -3% | -2% | -2 | 2 |
| CC(=O)c1ccc(N2CCN(C(=O)COc3ccc4c(c3)CCC4)CC2)cc1 | 0 | 18% | ? | 12 | -5% | 7% | -4% | 20% | -17 | / |
| COc1ccc(C(C)NC(=S)NCc2ccc(F)cc2)cc1 (stereo not given) | 3 | -9% | -3% | 3 | 1% | -10% | 3% | ? | 17 | 0 |
| C/C(=N/NS(=O)(=O)c1ccccc1)c1ccc(Cl)cc1 | 5 | -3% | 0% | -10 | 0% | 0% | 0% | 5% | -5 | 4 |
| O=C(CN1C2=NCCCN2c2ccccc21)c1ccc([N+](=O)[O-])cc1 | 3 | 3% | -2% | 5 | -5% | -4% | 9% | 1% | 14 | 1 |
| CCC(NC(=O)c1cc(COc2ccc(OC)cc2Cl)on1)c1ccncc1 (stereo not given) | 4 | 5% | 1% | -18 | 0% | 1% | 2% | 17% | -4 | / |
| Cn1c(CCN2CCN(c3ccccn3)CC2)nc2cc(NC(=O)COc3ccc([N+](=O)[O-])cc3)ccc21 | 8 | -1% | 1% | -4 | 2% | 1% | -1% | 13% | -13 | -1 |
| CCCc1ccc(OCCNC(C)=O)cc1 | 10 | -3% | -1% | 1 | -3% | -1% | 2% | 4% | 11 | -1 |
| COc1ccc(OC)c(C(c2nnnn2C2CCCC2)N2CCN(c3ccccc3F)CC2)c1 (stereo not given) | 14 | 2% | 2% | -2 | -3% | 3% | 12% | 1% | -6 | -7 |
| CCC(C)[C@H](NC(=O)NCc1ccc(S(N)(=O)=O)cc1)C(=O)OC (stereo not given in full) | -14 | 18% | -1% | -15 | -2% | -16% | -1% | 1% | 4 | 2 |
| COC(=O)c1ccc2c(c1)NC(=O)C(N(CC(C)C)CC(C)C)S2 (stereo not given) | 2 | -6% | -4% | 0 | -1% | ? | 1% | 8% | 18 | 0 |
| CCOC(=O)c1cc([N+](=O)[O-])sc1NC(=O)c1ccc(S(=O)(=O)N2CC3(C)CC2CC(C)(C)C3)cc1 (stereo not given) | ? | 4% | -8% | -8 | -2%[46.1 µM] | ? | 1% | -2% | -5 | 0 |
| Cc1ccc(NC2CCCN(C(=O)c3ccccc3N3CCOCC3)C2)cc1C (stereo not given) | -24 | 12% | 0% | 2 | 2% | 1% | -2% | -13% | -2 | / |
| O=C(C[C@H]1C[C@H](C(=O)N2CCCCC2)[C@@]2(CCc3ccccc3)c3[nH]c4cc(-c5ccco5)ccc4c3CCN2C1=O)NCc1cccc(C(F)(F)F)c1 | -26 | / | -8% | -13 | 7%[46.1 µM] | 5% | / | 12% | -7 | / |
| COc1ccccc1Cn1c(=S)[nH]c2cc(C(=O)NCc3cccnc3)ccc2c1=O | -17 | 4% | 3% | 14 | 2% | ? | -25% | 0% | -26 | 5 |
| COc1ccc(C(C)(C)C)cc1NC(=O)c1ccc2ncsc2c1 | 11 | 5% | 2% | 4 | -44% | ? | -5% | -1% | -14 | -1 |
| COC(=O)C1=C(C)OC(N)=C(C#N)C1c1ccccc1F (stereo not given) | 4 | 0% | 3% | -4 | 0% | ? | 4% | -1% | -9 | 4 |
| COC(=O)c1ccc(NC(=O)C(=O)N2CCN(C(=S)Nc3ccccc3OC)CC2)cc1 | -14 | 0% | -6% | -3 | -2%[46.1 µM] | -1% | 0% | 1% | 7 | -1 |
| COc1ccc(CN(C)C(=O)COC(=O)c2cnc(Cl)c(Cl)c2)cc1 | 14 | / | 0% | 4 | 9% | 2% | / | -2% | ? | / |
| NC(=O)NC(=O)COC(=O)c1ccc2noc(-c3ccccc3)c2c1 | 10 | 15% | -1% | 1 | 7% | ? | -3% | 4% | -4 | -1 |
| CC(=O)Oc1ccc(C(=O)O)cc1OC(C)=O | 3 | 13% | 4% | -5 | 6% | ? | 0% | 2% | 14 | 2 |
| COc1ccc(CNC(=O)CN2CCN(S(=O)(=O)c3cc(Br)ccc3Br)CC2)cc1OC | 9 | / | 0% | 0 | -7% | -11% | / | 5% | -9 | / |
| Cc1cc(NS(=O)(=O)c2ccc(NC(=O)COc3ccccc3C(C)(C)C)cc2)no1 | -21 | 10% | -11% | 16 | -13% | ? | 9% | -6% | -6 | / |
| O=C(CSc1nnc(-c2ccc(F)cc2)c2ccccc12)Nc1ccccc1 | 7 | 7% | -4% | 12 | -2%[46.1 µM] | ? | -1% | 3% | -2 | 1 |
| S=C(NCCc1ccccc1)Nc1ccc(Nc2ccccc2)cc1 | 21 | 1% | -2% | -8 | 0% | ? | 1% | 2% | -19 | 0 |
| C/C(CCN1CCc2nc(-c3ccccc3)c(-c3ccccc3)cc2C1)=N\O[C@@H](C)c1cc(-c2c(C)cc(C)cc2C)no1 | -3 | 33%[activator] | -3% | 3 | -17% | 5% | / | 15% | -3 | 1&0 |
| CN(CC1CCOCC1)C(=O)CC1C(=O)NCCN1CC(c1ccccc1)c1ccccc1 (stereo not given) | -6 | 1% | -1% | 2 | -2% | -1% | 0% | 9% | -2 | / |
| Cc1cc(C)c2c(c1)NC(c1cc3c(cc1Br)OCO3)C1CC=CC21 (stereo not given) | -1 | -2% | 7% | -9 | -5%[46.1 µM] | ? | 0% | 1% | -5 | -1 |
| Cc1cccc2c(C(=O)N3CCCCC3)cc(-c3ccccc3)nc12 | -2 | -1% | 0% | -6 | 0% | -9% | 0% | 4% | 45 | -3 |
| CCOc1cc(/C=N/NC(=O)Cn2nc([N+](=O)[O-])cc2C)cc(Br)c1OCc1ccccc1C | -6 | 14% | 2% | 10 | 1% | ? | 1% | -2% | -9 | -2 |
| CCOC(=O)C1CCCN(S(=O)(=O)c2ccc3c4c2CC(=O)N4CC(C)S3)C1 (stereo not given) | 6 | 3% | 2% | 6 | 1% | 13% | / | 1% | 3 | -7 |
| COc1ccc(OCCC(=O)NC2=NCCS2)cc1 | 8 | 4% | 1% | 1 | -7% | 6% | 0% | -5% | 7 | 1 |

Screening results deposited in PubChem BioAssay by National Center for Advancing Translational Sciences (NCATS).

Rows were taken by chance (roughly 1.6% active in at least one column).
